Anesthetic bind: qHTS Assay for Identification of Novel General Anesthetics. Potency, µM (doses to about 77.5 µM), without a hit: at the highest dose activity change, negative = displacement, actives largely listed as inhibitors. apoferritin/1-aminoanthracene competitive binding, fluorescence. hit rate 0.074% among 350,000; also: potency is read from the fitted curve at half-maximal effect; % is scaled to controls: 0 for no effect and ±100 for the full control effect; nearly all actives have a fitted effect of over 20% in size
Target sequence (P02791 2-175 limits assumed): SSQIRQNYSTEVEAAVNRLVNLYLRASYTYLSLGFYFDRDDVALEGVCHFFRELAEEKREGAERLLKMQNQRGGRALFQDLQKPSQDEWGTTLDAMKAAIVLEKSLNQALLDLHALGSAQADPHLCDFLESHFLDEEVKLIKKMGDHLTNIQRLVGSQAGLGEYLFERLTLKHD
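Apoferritin-based anesthetic binding model; compound displacement of fluorescent 1-AMA measured as endpoint fluorescence after 10 minutes at room temperature, scaled to free-ligand and complex controls.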
12-LOX inh: Primary qHTS assay for inhibitors of human arachidonate 12S-lipoxygenase (ALOX12): Round 2; purified 12hLO, xylenol orange hydroperoxide absorbance; Potency, µM (series often up to 108 µM), for the others: at the top dose activity change, negative = inhibition, usual class: inhibitors; hit rate 1.1% among 580,000; AID 1671190, 2021; also: potency is read from the fitted curve at half-maximal effect; % is scaled to controls: 0 for no effect and ±100 for the full control effect
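Purified human 12hLO (150 nM final) in 25 mM Hepes, 0.01% Triton X-100, pH 7.0 was preincubated 15 min at room temperature with compound. Then 40 uM arachidonic acid was added, 30 min. Hydroperoxide was read by Fe-XO absorbance ratio 573/405 nm.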
Pol beta inh: qHTS Assay for Inhibitors of DNA Polymerase Beta; Pol beta primer extension/strand displacement, fluorescence kinetic; AID 485314, 2010; Potency, µM (titrated, usually from 114 µM), inactives show top-dose activity change, negative = inhibition, actives largely listed as inhibitors; hit rate 1.3% among 340,000; also: potency is read from the fitted curve at half-maximal effect; % is scaled to controls: 0 for no effect and ±100 for the full control effect
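Preincubation: enzyme (10 nM) with compound, 15 min, RT. Reaction: substrate added to 50 nM final. Reads: 0 and 10 min. Analysis: normalized, Hill fit.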
Pol kappa inh: qHTS for Inhibitors of Polymerase Kappa | hit rate 0.53% among 400,000 | Potency, µM (titrated, usually from 107 µM), inactives show at the highest dose activity, negative = inhibition, hits mostly inhibitors | DNA polymerase kappa (Homo sapiens), Q9UBT6 | purified Pol kappa, fluorescent DNA synthesis assay, 10 min; also: potency is read from the fitted curve at half-maximal effect; % is scaled to controls: 0 for no effect and ±100 for the full control effect
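10 nM Pol kappa was preincubated with compounds for 15 min at room temperature. Reaction started with 50 nM (final) substrate. Fluorescence read kinetically at 0 and 10 min.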
ERG-DNA inh: qHTS for Small Molecule Inhibitors of the ERG Ets/DNA interaction. fluorescence polarization, His-ERG Ets domain / labelled DNA. hit rate 0.028% among 370,000. AID 624246, 2012. Potency, µM (titrated, usually from 76.9 µM), without a hit: at the top dose FP activity, negative = inhibition, hits mostly inhibitors; active = well fitted inhibition curve with a large enough effect in the polarisation, with a control signal flat; inconclusive = small, poorly fitted or top-dose-only effect, or effect the other way, or a change in a side signal; inactive = no such curve, though single readings can be large or run the other way; the % refers to the polarisation;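 also: polarization taken with two DNA probes labelled with fluorescein and Texas red; potency is read from the fitted curve at half-maximal effect; % of control where 0% means no effect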
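His-tagged ERG Ets domain (1 uM in the protein solution; 300mM KCl, 50mM Tris-HCl, 1mM EDTA, 1mM DTT, pH 7.5) received compound, then a probe mix of 5 nM fluorescein-DNA and 100nM Texas-615-DNA. Fluorescence polarization was read for both dyes.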
BLM inh: qHTS Assay for Inhibitors of Bloom's syndrome helicase (BLM). hit rate 0.2% among 350,000. Potency, µM (series often up to 56.1 µM), inactives show top-dose activity change, negative = inhibition, usual class: inhibitors. recombinant BLM DNA unwinding, fluorescence dequenching. RecQ-like DNA helicase BLM (Homo sapiens), P54132;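 also: potency is read from the fitted curve at half-maximal effect; plate controls were vehicle for no effect and no enzyme for full effect; nearly all actives have a fitted effect of over 35% in size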
APE1 inh: qHTS Assay for Inhibitors of the Human Apurinic/apyrimidinic Endonuclease 1 (APE1); DNA repair nuclease/redox regulator APEX1 (Homo sapiens), P27695; recombinant APE1, TAMRA/BHQ-2 abasic DNA cleavage fluorescence; Potency, µM (top dose mostly 65.8 µM), inactives show at the top dose activity change, negative = inhibition, hits mostly inhibitors; hit rate 0.35% among 350,000; AID 2517, 2012;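 also: potency is read from the fitted curve at half-maximal effect; plate controls were vehicle for no effect and reference inhibitor for full effect; nearly all actives have a fitted effect of over 55% in size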
Target sequence (P27695 whole entry, looked up): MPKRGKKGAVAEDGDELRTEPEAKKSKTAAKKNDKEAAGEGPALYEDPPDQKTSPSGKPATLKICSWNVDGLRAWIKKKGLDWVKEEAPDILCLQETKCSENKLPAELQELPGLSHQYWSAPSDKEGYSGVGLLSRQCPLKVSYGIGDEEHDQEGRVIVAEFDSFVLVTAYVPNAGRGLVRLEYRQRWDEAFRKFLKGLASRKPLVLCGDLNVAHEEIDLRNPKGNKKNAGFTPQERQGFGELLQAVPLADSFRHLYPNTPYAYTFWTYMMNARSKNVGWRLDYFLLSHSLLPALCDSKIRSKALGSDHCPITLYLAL
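Enzyme (0.75 nM final) and test compound are incubated 15 min at room temperature before adding 50 nM quenched THF abasic-site duplex. Cleavage dequenches TAMRA, followed at 525/598 nm over three reads one minute apart.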
POLI inh: qHTS for Inhibitors of Polymerase Iota; Pol iota fluorescent replication assay, 10 min; hit rate 1% among 390,000; Potency, µM (highest dose often 115 µM), inactives show at the top dose activity, negative = inhibition, hits mostly inhibitors; also: potency is read from the fitted curve at half-maximal effect
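Fluorescent replication assay read twice, at 0 min and 10 min after adding 50 nM (final) substrate. Enzyme (10 nM) and compounds were first incubated 15 min at room temperature; enzyme-free buffer wells were negative controls.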
TRHR ag: qHTS for Small Molecule Agonists and Allosteric Enhancers of Human TRH Receptor: Primary Screen for Agonists; TRHR cells, calcium flux fluo-8, FDSS agonist mode; activation, % at 2 µM; hit rate 0.18% among 360,000; in the data active = activation above about 30%; also: 0% is about no effect
Target sequence (P34981 whole entry, looked up): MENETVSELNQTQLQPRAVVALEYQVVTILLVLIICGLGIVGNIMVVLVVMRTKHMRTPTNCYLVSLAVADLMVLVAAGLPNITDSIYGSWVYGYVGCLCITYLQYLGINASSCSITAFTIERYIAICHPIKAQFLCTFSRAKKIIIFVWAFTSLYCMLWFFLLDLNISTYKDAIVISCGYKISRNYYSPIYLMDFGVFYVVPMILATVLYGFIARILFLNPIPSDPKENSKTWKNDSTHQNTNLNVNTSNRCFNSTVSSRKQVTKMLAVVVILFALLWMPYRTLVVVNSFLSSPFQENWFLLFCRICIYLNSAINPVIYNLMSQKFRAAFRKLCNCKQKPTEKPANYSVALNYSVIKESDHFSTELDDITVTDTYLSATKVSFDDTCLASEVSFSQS
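Fluo-8-loaded TRHR cells; 10 s baseline, compound added, kinetic Ca2+ fluorescence read 1/s, agonist mode.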
Numbers without * were called inactive; & = joins results of further samples; [ ] = another dose, or the depositor's remark. Unless noted, calls follow the shape of the dose curve; as a rule, active = well fitted curve in the direction sought with a large enough effect; inconclusive = small, poorly fitted or top-dose-only effect, or another doubt; inactive = no such curve, though single readings can be large; an effect the other way counts as inactive or inconclusive.

Results for O=S(=O)(Nc1cc(C(F)(F)F)ccc1N1CCOCC1)c1ccccc1 ?
Anesthetic bind: -5%; 12-LOX inh: -8%; Pol beta inh: 2%; Pol kappa inh: 12%; ERG-DNA inh: 20%; BLM inh: 0%; APE1 inh: -5%; POLI inh: -10%; TRHR ag: 0.2

What do the screens show for `N/C(=N\OCc1ccc([N+](=O)[O-])cc1)c1ccncc1`?
Anesthetic bind: -4%; 12-LOX inh: inconclusive; Pol beta inh: 9%; Pol kappa inh: 2%; ERG-DNA inh: 11%[15.4 µM]; BLM inh: 1%; APE1 inh: 1%; POLI inh: 52%[activator]; TRHR ag: -0.6

What do the screens show for `O=C1CCC(=O)N1CCSC(=S)N1CCSCC1`?
Anesthetic bind: -5%; 12-LOX inh: 0%; Pol beta inh: inconclusive; Pol kappa inh: 6%; ERG-DNA inh: -3%; BLM inh: 1%; APE1 inh: 6%; POLI inh: 30%[activator]; TRHR ag: -1.6

How did CC(=O)N1CCCc2cc(S(=O)(=O)N3CCN(c4ccccc4F)CC3)ccc21 do in these assays?
Anesthetic bind: 3%; 12-LOX inh: 1%; Pol beta inh: 28%; Pol kappa inh: -5%[60.1 µM]; ERG-DNA inh: 0%; BLM inh: -1%; POLI inh: 14%; TRHR ag: -0.3

Results for CC(=O)Nc1ccc(N2CCCC2)cc1 ?
Anesthetic bind: -12%; 12-LOX inh: -12%; Pol beta inh: 9%; Pol kappa inh: -11%; ERG-DNA inh: 6%; BLM inh: -16%; APE1 inh: 7%; POLI inh: inconclusive; TRHR ag: 0.3

What do the screens show for `COc1cc(OC)c(NC(=O)/C=C/C(=O)O)cc1Cl`?
Anesthetic bind: -10%; 12-LOX inh: 0%; Pol beta inh: 2%; Pol kappa inh: -6%; ERG-DNA inh: -3%; BLM inh: -9%; APE1 inh: -11%; POLI inh: 85%[activator]; TRHR ag: -0.1

Results for C/C(Cn1cnc([N+](=O)[O-])n1)=N\NC(=O)c1ccncc1 ?
Anesthetic bind: -1%; 12-LOX inh: 4%; Pol beta inh: 9%; Pol kappa inh: -16%; ERG-DNA inh: -7%; BLM inh: -10%; APE1 inh: 10%; POLI inh: 19%; TRHR ag: 0.5

What do the screens show for `Cc1c(NC(=O)CN2c3ccccc3CC2C)c(=O)n(-c2ccccc2)n1C` (configuration not stated)?
Anesthetic bind: -9%; 12-LOX inh: -2%; Pol beta inh: 25%; Pol kappa inh: -1%; ERG-DNA inh: 2%; BLM inh: -1%; APE1 inh: 2%; POLI inh: 13%; TRHR ag: -0.8

How did COc1cccc(C(=O)Nc2nc(-c3ccc(S(=O)(=O)N4CCOCC4)cc3)cs2)c1 do in these assays?
Anesthetic bind: 3%; 12-LOX inh: -25%; Pol beta inh: -3%; Pol kappa inh: -6%; ERG-DNA inh: 4%; BLM inh: -7%; APE1 inh: -2%; POLI inh: 5%; TRHR ag: 0.9

What do the screens show for `c1ccc(-c2cc(-c3ccccc3)ncn2)cc1`?
12-LOX inh: 59%[activator]; Pol kappa inh: -12%; ERG-DNA inh: -3%; POLI inh: 136%[activator]

What do the screens show for `Cc1ccc(/C=N/NC(=O)CSc2ccccn2)o1`?
Anesthetic bind: -1%; 12-LOX inh: 142%[activator]; Pol beta inh: -6%; Pol kappa inh: -19%; ERG-DNA inh: -3%; BLM inh: 0%; APE1 inh: 13%; POLI inh: -2%; TRHR ag: -0.2

Results for COc1ccc(C(=O)NCCn2ccc3ccccc32)cc1 ?
Anesthetic bind: -12%; 12-LOX inh: 9%; Pol beta inh: -1%; Pol kappa inh: -7%; ERG-DNA inh: 12%; BLM inh: -2%; APE1 inh: 1%; POLI inh: 18%; TRHR ag: -1.9

Results for Cc1ccc(NC(=O)c2ccc(NC(=O)c3ccccc3)cc2)cc1C ?
Anesthetic bind: -23%; 12-LOX inh: -9%; Pol beta inh: 0%; Pol kappa inh: -3%; ERG-DNA inh: 9%; BLM inh: -1%; APE1 inh: 0%; POLI inh: 31%[activator]; TRHR ag: 0.0

Results for C=CCSc1nnc(NC(=O)CSc2ccccn2)s1 ?
Anesthetic bind: -24%; 12-LOX inh: inconclusive; Pol beta inh: 39%; Pol kappa inh: -4%; ERG-DNA inh: -25%; BLM inh: -3%; APE1 inh: 0%; POLI inh: 9%; TRHR ag: -0.1

What do the screens show for `CCOC(=O)N1CCN(S(=O)(=O)c2ccc(C(=O)N(CCCN(C)C)c3nc4cc(OC)ccc4s3)cc2)CC1`?
12-LOX inh: inconclusive; Pol kappa inh: 0%; ERG-DNA inh: 8%; APE1 inh: -8%; POLI inh: 20%; TRHR ag: -1.9

What do the screens show for `CCCCN(CCCC)C(=O)C[n+]1cccc(/C=N/O)c1`?
Anesthetic bind: -4%; 12-LOX inh: -5%; Pol beta inh: 34%; Pol kappa inh: 0%; ERG-DNA inh: 0%; BLM inh: -1%; APE1 inh: 0%; POLI inh: 7%; TRHR ag: -0.2

What do the screens show for `O=C(NCC(=O)N(Cc1ccco1)C(C(=O)NC1CCCCC1)c1ccncc1)c1cccs1` (configuration not stated)?
Anesthetic bind: -3%; 12-LOX inh: 3%; Pol beta inh: 7%; Pol kappa inh: -2%; ERG-DNA inh: -24%; BLM inh: -2%; APE1 inh: 5%; POLI inh: 18%; TRHR ag: -0.6

How did Cc1ccc2nc(NC(=O)c3ccc(OCC4CCCO4)cc3)sc2c1 (configuration not stated) do in these assays?
Anesthetic bind: -12%; 12-LOX inh: -8%; Pol beta inh: 13%; Pol kappa inh: -11%; ERG-DNA inh: 4%; BLM inh: -1%; APE1 inh: -3%; POLI inh: 41%[activator]; TRHR ag: 0.7

Results for OCCC1CN(Cc2ccon2)CCN1Cc1ccccc1 (configuration not stated) ?
Anesthetic bind: -5%; 12-LOX inh: -1%; Pol beta inh: 0%; Pol kappa inh: 2%; ERG-DNA inh: 0%; BLM inh: -2%; APE1 inh: 7%; POLI inh: 28%; TRHR ag: -1.1

Results for COc1cc(C(=O)N2CCC(NC(=O)C(Cc3ccccc3)NC(C)=O)CC2)cc(OC)c1OC (configuration not stated) ?
Anesthetic bind: -5%; 12-LOX inh: 0%; Pol beta inh: -20%; Pol kappa inh: -14%; ERG-DNA inh: 1%; BLM inh: -3%; APE1 inh: 0%; POLI inh: -5%; TRHR ag: -0.3

Results for CCOC(=O)c1cc2occc2n1CC(=O)NC1CCCCC1C (configuration not stated) ?
Anesthetic bind: -2%; 12-LOX inh: -9%; Pol beta inh: 2%; Pol kappa inh: -9%; ERG-DNA inh: -4%; BLM inh: -1%; APE1 inh: -2%; POLI inh: -7%; TRHR ag: 0.3

Results for CCn1c2ccccc2c2cc(CN3CCN(C(=O)c4ccco4)CC3)ccc21 ?
Anesthetic bind: inconclusive; 12-LOX inh: 0.56µM*; Pol beta inh: 37%; Pol kappa inh: -14%; ERG-DNA inh: -17%; BLM inh: 0%; APE1 inh: 0%; POLI inh: 1%; TRHR ag: -0.1

Results for CCc1ccc(NC(=O)CN2C(=O)C(c3ccc(C)cc3)=NC23CCCCC3)cc1 ?
Anesthetic bind: -14%; 12-LOX inh: -16%; Pol beta inh: 1%; Pol kappa inh: -14%; ERG-DNA inh: -13%; BLM inh: -10%; POLI inh: 28%; TRHR ag: 0.9

How did O=C(CCC(=O)c1ccc(F)cc1)NCC1(N2CCCCC2)CCCCC1 do in these assays?
12-LOX inh: -13%; Pol kappa inh: -16%; ERG-DNA inh: 1%; APE1 inh: 21%; POLI inh: -9%; TRHR ag: -0.2

What do the screens show for `Cc1nnc(N2CCN(c3ccccc3F)CC2)c2c1nnn2Cc1ccccc1Cl`?
Anesthetic bind: -7%; 12-LOX inh: -9%&-10%; Pol beta inh: 18%; Pol kappa inh: 7%; ERG-DNA inh: -3%; BLM inh: -6%; POLI inh: 40%[activator]; TRHR ag: 0.1

What do the screens show for `COc1cccc(-c2cc(NCc3cccnc3)ncn2)c1`?
12-LOX inh: -17%; Pol kappa inh: 2%[60.1 µM]; BLM inh: -2%; APE1 inh: 0%

What do the screens show for `COc1ccccc1C(=O)COC(=O)c1cccc(-n2cnnn2)c1`?
12-LOX inh: 4%; Pol kappa inh: 2%; ERG-DNA inh: 1%; APE1 inh: 29%; POLI inh: 15%; TRHR ag: -1.0

No new results follow: entries from further up.
What do the screens show for `CCCCN(CCCC)C(=O)C[n+]1cccc(/C=N/O)c1`?
Anesthetic bind: -4%; 12-LOX inh: -5%; Pol beta inh: 34%; Pol kappa inh: 0%; ERG-DNA inh: 0%; BLM inh: -1%; APE1 inh: 0%; POLI inh: 7%; TRHR ag: -0.2

What do the screens show for `O=C(NCC(=O)N(Cc1ccco1)C(C(=O)NC1CCCCC1)c1ccncc1)c1cccs1` (configuration not stated)?
Anesthetic bind: -3%; 12-LOX inh: 3%; Pol beta inh: 7%; Pol kappa inh: -2%; ERG-DNA inh: -24%; BLM inh: -2%; APE1 inh: 5%; POLI inh: 18%; TRHR ag: -0.6

Fetched one by one from the list above:
Results for OCCC1CN(Cc2ccon2)CCN1Cc1ccccc1 (configuration not stated) ?
Anesthetic bind: -5%; 12-LOX inh: -1%; Pol beta inh: 0%; Pol kappa inh: 2%; ERG-DNA inh: 0%; BLM inh: -2%; APE1 inh: 7%; POLI inh: 28%; TRHR ag: -1.1

What do the screens show for `O=C(NCC(=O)N(Cc1ccco1)C(C(=O)NC1CCCCC1)c1ccncc1)c1cccs1` (configuration not stated)?
Anesthetic bind: -3%; 12-LOX inh: 3%; Pol beta inh: 7%; Pol kappa inh: -2%; ERG-DNA inh: -24%; BLM inh: -2%; APE1 inh: 5%; POLI inh: 18%; TRHR ag: -0.6

Some of the compounds tested. The share of hits here may be higher or lower than overall.
